Epigenetic derep: regulators of epigenetic silencing causing reporter derepression in mouse cells; murine LDR cells, GFP reporter derepression, 30 h; Potency, µM (doses to about 53.9 µM), for the others: top-dose GFP activation, hits mostly activators; 0.2% of 280,000 active; AID 1865; note: potency is the fitted concentration of half-maximal effect; % of control where 0% means no effect; nearly all actives have a fitted effect of over 60% in size
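Derepression of a silenced CMV-GFP reporter in murine LDR cells is scored by enumerating GFP-positive cells with a laser-scanning microplate cytometer after 30 hours of treatment at 37 C.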
LMNA splice mod: changes lamin A minigene splicing in HeLa cells | HeLa LMNA splicing GFP/RFP minigene ratio, 48 h | Potency, µM (top dose mostly 46.1 µM), for inactives: at the highest dose ratio change, negative = inhibition, most hits filed as inhibitors | 0.01% of 200,000 active; active = well fitted inhibition curve with a large enough effect in the signal ratio, with a control signal flat, not every such curve was filed as active; inconclusive = small, poorly fitted or top-dose-only effect, or effect the other way, or a change in a side signal; the % refers to the signal ratio; note: potency is the fitted concentration of half-maximal effect; % is set by controls: 0 for no effect and ±100 for the full control effect
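S3 HeLa stable clones carrying a lamin A-EGFP splicing minigene plus DsRed2 were seeded at 600 cells/well in Opti-MEM with 2% FBS, pin-dosed and incubated 48 h at 37°C. Acumen cytometry (488 nm) gave the GFP/RFP total-intensity ratio.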
GLA spleen mod: inhibitors or activators of human alpha-galactosidase in spleen homogenate; Potency, µM (doses to about 80 µM), without a hit: at the highest dose activity change, negative = inhibition, hits mostly inhibitors; human spleen homogenate, 4MU-alpha-Gal fluorescence, 40 min; 0.008% of 240,000 active; AID 2107; P06280;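 note: potency is the fitted concentration of half-maximal effect; 0% = enzyme with vehicle and -100% = no enzyme basal signal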
Target sequence (P06280 32-429 limits assumed): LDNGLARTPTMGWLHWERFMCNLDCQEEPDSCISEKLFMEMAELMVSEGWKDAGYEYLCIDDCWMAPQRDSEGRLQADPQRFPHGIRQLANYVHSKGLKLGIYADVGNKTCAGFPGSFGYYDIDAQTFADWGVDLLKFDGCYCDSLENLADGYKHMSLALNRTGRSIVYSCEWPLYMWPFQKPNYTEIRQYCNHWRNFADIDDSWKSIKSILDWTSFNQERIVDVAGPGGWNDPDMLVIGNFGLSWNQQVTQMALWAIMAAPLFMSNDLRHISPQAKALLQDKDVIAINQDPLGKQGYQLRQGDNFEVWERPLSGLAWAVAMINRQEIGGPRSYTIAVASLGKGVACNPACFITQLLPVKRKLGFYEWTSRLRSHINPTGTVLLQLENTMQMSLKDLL
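Human spleen homogenate (1 ug) was the enzyme source, with 4-methylumbelliferyl-alpha-D-galactopyranoside (1 mM final) in pH 5.0 citrate buffer with 0.01% Tween-20. Compounds were titrated; after 40 min at 37C, NaOH/glycine stop, 4-MU fluorescence read; AC50 from Hill fits.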
NPSR antagonist: blocks cAMP signaling of the human neuropeptide S receptor; CHO-NPSR cells, cAMP TR-FRET, antagonist mode; Potency, µM (titrated, usually from 38.3 µM), for the others: top-dose activity change, negative = inhibition, actives largely listed as inhibitors; 1% of 220,000 active; note: potency is the fitted concentration of half-maximal effect; % is set by controls: 0 for no effect and ±100 for the full control effect; nearly all actives have a fitted effect of over 50% in size; many of its hits are not listed in these tables
Target sequence (Q6W5P4 whole entry, looked up): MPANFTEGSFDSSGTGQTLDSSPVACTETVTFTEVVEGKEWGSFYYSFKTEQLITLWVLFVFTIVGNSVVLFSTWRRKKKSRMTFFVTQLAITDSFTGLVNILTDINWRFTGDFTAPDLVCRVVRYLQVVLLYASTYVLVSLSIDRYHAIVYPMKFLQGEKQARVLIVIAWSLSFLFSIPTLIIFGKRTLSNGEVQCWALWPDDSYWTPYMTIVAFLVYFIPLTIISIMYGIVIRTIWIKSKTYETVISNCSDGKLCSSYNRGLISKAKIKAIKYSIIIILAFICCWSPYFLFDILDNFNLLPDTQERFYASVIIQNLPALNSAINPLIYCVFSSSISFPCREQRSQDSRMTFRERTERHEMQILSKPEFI
Luc counter: blocks Kinase-Glo luciferase, a counter-screen artifact | 0.28% of 200,000 active | Potency, µM (highest dose often 38.3 µM), without a hit: at the highest dose activity change, negative = inhibition, hits mostly inhibitors | Q27757 | Kinase-Glo luciferase, ATP luminescence, 8 min; note: potency is the fitted concentration of half-maximal effect; % is set by controls: 0 for no effect and ±100 for the full control effect; nearly all actives have a fitted effect of over 60% in size
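Light output from Kinase-Glo luciferase with luciferin and 10 uM ATP in 50 mM imidazole pH 7.2, KCl, MgCl2, Tween 20, BSA; compound pin-delivered, 8-min ambient incubation, then luminescence read.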
CBFb-RUNX1 inh: CBF-beta/RUNX1 interaction disruption; Q01196+Q13951; AlphaScreen CBFb-His/RUNX1-biotin binding, biochemical; Potency, µM (highest dose often 59.8 µM), for the others: at the top dose activity, negative = inhibition, hits mostly inhibitors; 230,000 tested, under 10 active; note: % of control where 0% means no effect
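Compounds were screened at multiple concentrations against a preformed CBF-beta(His)/RUNX1(biotin) complex (30 nM of each) for 15 min at room temperature, followed by 90 min with nickel and streptavidin beads and AlphaScreen reading.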
IMPase Li cell: cell-permeable IMPase inhibitors with lithium potentiation; AID 1457; 0.35% of 210,000 active; Potency, µM (titrated, usually from 59.4 µM), for the others: at the highest dose activity, negative = IMPase inhibition, actives largely listed as inhibitors; CHO-M1 cells, IP1 TR-FRET (IP-One), carbachol + lithium;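 note: IP1 builds up when IMPase is blocked and the TR-FRET signal falls; potency is the fitted concentration of half-maximal effect; plate controls were basal vehicle for no effect and high inhibitor control for full effect; nearly all actives have a fitted effect of over 50% in size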
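Concentration–response in CHO-M1 cells, lithium-potentiated; 30 min at 37C. IP1 detected by competitive TR-FRET after 10 min lysis at RT. Hill-fitted AC50.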
The depositor's hits bear a star; ? = inconclusive; / = not tested or not shown; & = joins results of further samples; [ ] = another dose, or the depositor's remark. Unless noted, calls come from the whole dose curve; as a rule, active = well fitted curve in the direction sought with a large enough effect; inconclusive = small, poorly fitted or top-dose-only effect, or another doubt; inactive = no such curve, though single readings can be large; an effect the other way counts as inactive or inconclusive.

SMILES	Epigenetic derep	LMNA splice mod	GLA spleen mod	NPSR antagonist	Luc counter	CBFb-RUNX1 inh	IMPase Li cell
Cc1cc(/C=C2/NC(=O)NC2=O)c(C)n1-c1ccc(N2CCOCC2)cc1	-0.4%	-11.1%[46 µM]	4.7%	-26.7%	1.2%	-19.6%	11.5%
COc1cc(/C=N/n2cnnc2)ccc1OCc1ccc(C)cc1	-0.7%	-7.1%	-3.2%	28.7%[46.1 µM]	1.3%	2.9%	32.5%[activator][38.3 µM]
CC(C)(C)NC(=O)Cn1c(=O)oc2cc(S(=O)(=O)N3CCc4ccccc43)ccc21	0.8%	?	-3.9%	-7.4%[46.1 µM]	-0.7%	-5.0%	-3.8%[38.3 µM]
O=[n+]1c2c(n([O-])c3c1CCCC3)CCCC2	-1.0%	6.8%	1.4%	-7.1%[46.1 µM]	2.7%	10.2%	16.7%[38.3 µM]
COc1cc(-c2[nH]ncc2CN2CCN(c3cccc(C)n3)CC2)cc(OC)c1OC	0.1%	/	-6.5%	14.4%	/	-0.3%	/
COc1ccc(OC(=O)c2cc(S(=O)(=O)N3CCCC3)ccc2Cl)cc1	-1.0%	-6.8%	-8.3%	-13.3%[46.1 µM]	-4.0%	8.8%	3.3%[38.3 µM]
COc1ccc2c(c1)C(=O)OC2CC(=O)O (stereo not given)	4.2%	1.4%	-5.6%	-9.5%[46.1 µM]	-0.8%	14.2%	4.3%[38.3 µM]
COc1ccccc1NC(=O)C(C)NS(=O)(=O)c1ccccc1 (stereo not given)	0.0%	-4.9%	8.5%	-7.0%[46.1 µM]	0.0%	17.1%	4.4%[38.3 µM]
O=C(NCCCN1CCOCC1)C(C(=O)c1ccccc1)n1ccccc1=O (stereo not given)	-2.6%	10.7%	-26.2%	-15.5%[46.1 µM]	5.0%	8.3%	-17.1%[38.3 µM]
Cc1cc(C)nc(Sc2ccc3nnnn3n2)n1	3.9%	-4.8%	-2.6%	-1.9%[46.1 µM]	-2.0%	3.5%	-3.4%[38.3 µM]
CCc1ccc(-c2ccc(SCc3ccccn3)nn2)cc1	2.3%	?	1.4%	-9.9%	-4.0%	5.4%	3.9%
O=C(c1cc(-c2ccc(F)cc2)on1)N1CCCC1	15.8µM*	3.8%	-2.7%	-12.5%[46.1 µM]	/	0.5%	/
COc1cc2c(cc1NC(=O)CSc1nccn1C)oc1ccccc12	11.9%	?	-6.7%	-0.2%	-1.7%	2.5%	6.4%
COc1ccccc1N1CCN(C2CCCC(C)C2)CC1 (stereo not given)	1.8%	5.1%	-5.7%	-12.1%[46.1 µM]	5.5%	0.7%	22.1%[38.3 µM]
CCOc1ccccc1-n1c(SCC(=O)N2CCOCC2)nnc1-c1ccccn1	1.6%	10.0%	6.0%	-4.9%[46.1 µM]	1.4%	-1.6%	-1.8%[38.3 µM]
CC(C)(C)C(=O)N1CCN(c2ccc(Cl)cc2[N+](=O)[O-])CC1	2.3%	?	-19.1%	-3.0%	-5.1%	-15.1%	3.1%
O=C(NCC1CCCO1)C1CC(c2ccc(Cl)c(Cl)c2)=NO1 (stereo not given)	-1.1%	4.1%	0.1%	-11.2%[46.1 µM]	2.3%	5.3%	33.6%[activator][38.3 µM]
O=C(CCl)Nc1cc(S(=O)(=O)N2CCOCC2)ccc1N1CCOCC1	-0.3%	/	-6.0%	12.8%	-2.0%	6.1%	4.6%
O=C(CSc1nnc(-c2ccncc2)n1Cc1ccco1)Nc1cccc(O)c1	0.0%	19.5%[46 µM]	-3.5%	-11.2%	-3.2%	-28.1%	8.2%
S=c1[nH]nc(CSCc2ccccc2Cl)n1-c1ccccc1	-2.3%	13.7%	2.5%	-21.7%[46.1 µM]	-0.3%	-3.1%	-16.6%[38.3 µM]
CCCCN1C(=O)/C(=C/C=C2/C=Cc3ccccc3N2CC)SC1=S	1.3%	/	1.2%	10.2%	-1.3%	4.4%	-21.5%
Cc1cc(C)cc(C(=O)NCCn2cc(SCC(=O)N3CCOCC3)c3ccccc32)c1	-0.8%	-8.0%	-10.3%	-5.8%[46.1 µM]	-1.2%	15.0%	30.1%[38.3 µM]
CC(=O)Nc1ccc(NC(=O)C2CC(=O)Nc3nc4ccccc4n32)cc1 (stereo not given)	-0.1%	/	9.7%	23.9%	/	12.5%	/
CN(C)C(=O)CNc1n[nH]c(=S)[nH]c1=O	-0.2%	/	-1.2%	19.2%	/	0.5%	/
CCCCOc1cc(C[C@@H]2CNC(=O)N2)ccc1OC	7.8%	/	-4.9%	/	0.6%	-2.3%[21.7 µM]	4.8%
CCCCCOC(=O)Cn1c(=O)oc2ccc(C)cc21	-1.8%	-6.8%	21.5%	-0.5%	5.0%	7.4%	5.1%
O=C(Nc1ccc(Nc2ccccc2)cc1)C(Cl)(Cl)Cl	0.0%	?	-7.1%	-13.0%	-3.3%	?	7.2%
O=C(CSc1nnc2scc(-c3ccccc3)n12)N1CCN(Cc2ccccc2)CC1	0.0%	2.2%	12.2%	19.3%[46.1 µM]	1.1%	7.2%	27.9%[38.3 µM]
N#CC1=C(N)N(c2ccccc2)C(=O)C1	-1.0%	9.7%	3.9%	3.6%[46.1 µM]	-2.2%	7.7%	11.9%[38.3 µM]
OC(C#CCN1CCCCC1)c1ccccc1 (stereo not given)	-6.3%	1.5%	7.6%	3.7%[46.1 µM]	2.8%	4.8%	28.1%[38.3 µM]
O=[N+]([O-])c1ccc2[nH]c3nc4ccccc4nc3c2c1	?	/	2.5%	2.7%	/	11.2%	/
Cc1cc(-c2ccccc2C(=O)NC2CCCCC2)on1	9.7%	/	4.2%	-11.7%	/	8.8%	/
Cc1ccc(S(=O)(=O)Nc2cccnc2)cc1	1.1%	8.8%	-5.0%	-1.9%[46.1 µM]	0.5%	0.0%	4.6%[38.3 µM]
C=CCN=C1NN=C(c2cc(C)n(CC=C)c2C)CS1	-1.8%	6.5%	-2.9%	-7.8%	?	-27.4%	3.6%
COCCOC(=O)c1ccccc1C(=O)OCCOC	/	/	3.6%	/	/	26.0%[21.7 µM]	-8.9%
COc1ccc(CCNC(=S)Nc2cc(C)cc(C)c2)cc1	0.1%	?	-0.1%	-19.9%[46.1 µM]	1.1%	-5.2%	31.9%[activator][38.3 µM]

Epigenetic derep, what is marked active above.
molecule	Epigenetic derep	GLA spleen mod	NPSR antagonist	CBFb-RUNX1 inh	IMPase Li cell
O=C(c1cc(-c2ccc(F)cc2)on1)N1CCCC1	15.8µM*	-2.7%	-12.5%[46.1 µM]	0.5%	/

Continuation:
SMILES	Epigenetic derep	LMNA splice mod	GLA spleen mod	NPSR antagonist	Luc counter	CBFb-RUNX1 inh	IMPase Li cell
CCCCCCn1c(C(C)NC(=O)c2ccco2)nc2ccccc21 (stereo not given)	4.0%	-9.9%	1.7%	-20.8%[46.1 µM]	1.1%	-1.4%	36.8%[activator][38.3 µM]
Cc1cc(/C=C2\SC(=O)N(CC(=O)Nc3ccccc3F)C2=O)c(C)n1C	0.0%	-20.9%[46 µM]	-6.0%	-5.1%	-2.2%	-2.9%	4.1%
Cc1cnc(CNc2ncnc3ccc(-c4ccc(N(C)C)cc4)cc23)cn1	/	-17.8%	2.0%	/	/	/	18.5%
Cc1cc(NC(=O)CSc2nc(-c3cccs3)cc(C(F)(F)F)n2)no1	0.0%	?	5.7%	-14.6%[46.1 µM]	0.5%	13.4%	5.6%[38.3 µM]
CCCN1CNC(=S)N(CCc2ccccc2)C1	1.3%	-5.5%	7.4%	6.1%[46.1 µM]	4.8%	-0.6%	-0.8%
CCOC(=O)CCCCCCCCCCCCC1C=CCC1 (stereo not given)	-0.2%	2.1%	8.5%	/	1.0%	/	-6.5%
COc1cc(N=c2c([N+](=O)[O-])nn(-c3ccc4c(c3)OCCO4)n2O)cc(OC)c1	1.0%	?	1.2%	4.3%	-0.4%	?	-2.1%
O=C(CN(Cc1ccccc1)S(=O)(=O)c1ccccc1)N/N=C/c1ccccc1C(=O)O	0.1%	5.2%[46 µM]	-4.2%	-2.5%	3.0%	-1.1%	-0.8%
O=C(COC(=O)c1ccc(Cl)c(S(=O)(=O)N2CCCCCC2)c1)Nc1ccccc1	0.0%	6.4%	8.8%	-4.7%	-3.0%	-6.8%	23.4%
COc1cccc(CC2(CO)CCN(Cc3ccc(NC(C)=O)cc3)CC2)c1	3.8%	?	-17.0%	2.7%	-0.4%	10.0%	21.9%
O=C(CN(Cc1ccco1)C(=O)CNS(=O)(=O)c1ccc(F)cc1)NCc1ccc(F)cc1	-1.0%	-4.6%	-10.8%	-2.3%[46.1 µM]	1.5%	4.8%	6.7%[38.3 µM]
COc1cccc(NC(=O)Cc2nnc(SCCOc3ccccc3)n2C)c1	0.0%	1.6%	-10.5%	-12.4%[46.1 µM]	0.5%	3.0%	23.0%[38.3 µM]
COCCn1c(C)cc(C(=O)COC(=O)c2ccccc2Br)c1C	1.3%	/	-1.3%	-8.4%	/	-15.6%	4.8%
COC(=O)c1c(NC(=O)CSc2nnc(CNc3ccc(Cl)cc3)o2)sc(C)c1C	5.7%	-11.8%	5.8%	?	-3.9%	-2.1%	30.6%[38.3 µM]
CCOC(=O)c1sc(NC(=O)COC(=O)Cn2cnc3ccccc32)c(C(=O)OCC)c1C	-1.0%	5.7%	1.1%	-28.4%	2.0%	1.0%	22.9%
O=[N+]([O-])c1ccc(N2CCOCC2)cc1O	1.1%	11.8%[46 µM]	-0.4%	-6.8%	/	4.8%	/
Cc1ccc(CSc2ccc(-c3cccs3)nn2)cc1	-0.1%&0.0%	-6.0%	-2.2%	1.4%	-9.9%	-0.6%	?
O=C(Cc1cccs1)N1CCN(c2ccccn2)CC1	2.2%	?	3.8%	-8.3%[46.1 µM]	-7.9%	14.7%	-26.1%[38.3 µM]
CCOC(=O)c1ccc(NC(=S)Nc2cccc(N)n2)cc1	-6.0%	/	3.8%	?	/	-12.8%	/
Cc1ccc(NC(=O)c2ccc(Cl)cc2Cl)cc1O	1.0%	/	9.3%	-7.3%	/	2.2%	/
COCC1CCCN(Cc2cn(Cc3ccccc3)nc2-c2cc3ccccc3o2)C1 (stereo not given)	-7.4%	/	-4.8%	45.4%	5.4%	10.7%	19.1%
CCCn1cc(SCC(=O)NCC2CCCO2)c2ccccc21 (stereo not given)	-0.8%	-4.9%	7.7%	-3.5%[46.1 µM]	5.8%	3.9%	27.8%[38.3 µM]

Some of the compounds tested; the hit share may differ from the screen's.
